Pin1 inh: human Pin1 inhibition; Q13526; AID 504891; 390,000 compounds, 0.009% hits; Potency, µM (series often up to 115 µM), without a hit: at the top dose activity, negative = inhibition, most hits filed as inhibitors; Pin1 FP peptide displacement, HiFluor488, 10 min; active means well fitted inhibition curve with a large enough effect in the polarisation, with a control signal flat, not every such curve was filed as active; inconclusive means small, poorly fitted or top-dose-only effect, or effect the other way, or a change in a side signal; inactive means no such curve, though single readings can be large or run the other way; the % refers to the polarisation; further: on the % scale 0 is the no-effect control and ±100 the full control effect
JMJD2A Tudor inh: JMJD2A Tudor domain (human) inhibition; Potency, µM (titrated, usually from 114 µM), inactives show at the top dose activity change, negative = inhibition, hits mostly inhibitors; 390,000 compounds, 4.4% hits; AlphaScreen JMJD2A-Tudor / H3K4me3 peptide binding; further: on the % scale 0 is the no-effect control and ±100 the full control effect; nearly all actives have a fitted effect of over 50% in size
Target sequence (O75164 whole entry, looked up, the tested form may be a part): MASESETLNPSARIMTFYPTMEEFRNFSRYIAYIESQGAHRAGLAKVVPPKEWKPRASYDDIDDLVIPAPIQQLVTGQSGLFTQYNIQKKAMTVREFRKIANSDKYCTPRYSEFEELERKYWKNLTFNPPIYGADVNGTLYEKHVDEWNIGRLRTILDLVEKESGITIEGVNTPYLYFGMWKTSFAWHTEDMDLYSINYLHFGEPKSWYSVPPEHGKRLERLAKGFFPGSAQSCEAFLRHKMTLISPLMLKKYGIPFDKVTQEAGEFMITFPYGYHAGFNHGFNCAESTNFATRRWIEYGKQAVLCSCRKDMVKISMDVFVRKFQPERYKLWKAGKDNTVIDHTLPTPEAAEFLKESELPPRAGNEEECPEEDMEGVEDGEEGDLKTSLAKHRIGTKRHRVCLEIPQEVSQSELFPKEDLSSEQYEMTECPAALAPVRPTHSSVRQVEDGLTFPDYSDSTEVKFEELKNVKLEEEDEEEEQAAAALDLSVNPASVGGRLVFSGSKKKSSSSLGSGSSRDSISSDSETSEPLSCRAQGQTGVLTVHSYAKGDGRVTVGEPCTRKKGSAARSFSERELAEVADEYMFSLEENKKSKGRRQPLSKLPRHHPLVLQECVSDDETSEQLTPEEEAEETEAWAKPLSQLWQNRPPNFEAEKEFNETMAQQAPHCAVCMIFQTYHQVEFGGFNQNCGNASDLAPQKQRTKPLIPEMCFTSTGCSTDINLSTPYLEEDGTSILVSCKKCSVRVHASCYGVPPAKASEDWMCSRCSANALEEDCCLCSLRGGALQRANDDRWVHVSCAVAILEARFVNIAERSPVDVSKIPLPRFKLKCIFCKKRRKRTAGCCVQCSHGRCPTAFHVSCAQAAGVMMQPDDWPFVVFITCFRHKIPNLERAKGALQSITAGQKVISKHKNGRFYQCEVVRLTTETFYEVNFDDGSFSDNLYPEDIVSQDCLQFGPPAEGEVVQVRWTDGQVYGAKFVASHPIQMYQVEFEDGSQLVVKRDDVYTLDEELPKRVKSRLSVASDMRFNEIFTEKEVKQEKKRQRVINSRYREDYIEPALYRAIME
GLS inh: glutaminase GLS (human) inhibition | GLS enzymatic activity, qHTS titration | Potency, µM (titrated, usually from 45.5 µM), for the others: at the top dose activity change, negative = inhibition, usual class: inhibitors | 410,000 compounds, 0.21% hits; further: on the % scale 0 is the no-effect control and ±100 the full control effect
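Compounds were pin-transferred onto hKGA, after which L-glutamine (1 mM solution) and a detection mix of glutamate oxidase, HRP and Amplex Red were added. Initial and 30 min RT fluorescence reads were collected.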
BAZ2B block: blocks human BAZ2B. Q9UIF8. AlphaScreen BAZ2B-H3K14Ac peptide displacement. Potency, µM (highest dose often 114 µM), for the others: at the top dose activity change, negative = inhibition, actives largely listed as inhibitors. 360,000 compounds, 4.4% hits; further: on the % scale 0 is the no-effect control and ±100 the full control effect; nearly all actives have a fitted effect of over 60% in size
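Inhibition is scored as reduced AlphaScreen emission. The BAZ2B/b-H3(5-23)K14Ac complex (50 nM each) in PBS pH 7.4, 0.01% Tween-20 meets compound (up to 110 uM) for 30 min at RT before bead addition.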
Tb PGK inh: blocks T. brucei phosphoglycerate kinase; AID 602233; PGK/GAPDH coupled, Kinase-Glo luminescence, 60 min; 380,000 compounds, 0.043% hits; Potency, µM (highest dose often 57.5 µM), inactives show top-dose activity change, negative = inhibition, actives largely listed as inhibitors; P07378; further: on the % scale 0 is the no-effect control and ±100 the full control effect; nearly all actives have a fitted effect of over 60% in size
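Recombinant glycosomal PGK reaction used 1,3-bisphosphoglycerate generated in-well by GAPDH (100nM final) in 100mM TEA pH 7.6, 5mM MgCl2, 0.01% Tween-20. After 60 minutes at room temperature, ATP was read by Kinase-Glo Plus luminescence end-point.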
G9a inh: inhibitors of human histone lysine methyltransferase G9a. G9a H3K9 monomethylation, AlphaScreen, 2 h. 350,000 compounds, 8.8% hits. Potency, µM (titrated, usually from 102 µM), for the others: at the top dose activity, negative = inhibition, usual class: inhibitors. Q96KQ7; further: on the % scale 0 is the no-effect control and ±100 the full control effect; nearly all actives have a fitted effect of over 75% in size
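Step 1: enzyme (final 20 nM) with compound, 15 min RT. Step 2: substrate peptide 500 nM and SAM 20 uM, 2 h RT. Step 3: anti-H3K9me1 antibody and AlphaScreen beads, 10 min, then plate read.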
HP1b binding inh: inhibitors of HP1-beta chromodomain binding to methylated histone tails; AlphaScreen HP1-beta / biotin-H3K9me3 peptide binding; Potency, µM (top dose mostly 114 µM), for inactives: at the top dose activity change, negative = inhibition, usual class: inhibitors; 390,000 compounds, 0.56% hits; further: nearly all actives have a fitted effect of over 70% in size; inactives centre near 23
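AlphaScreen: HP1-beta (50 nM) preformed 30 min with biotin-H3(1-18)K9me3 peptide (50 nM) in PBS pH 7.4, 0.01% Tween-20. Compound added for 30 min at RT, then streptavidin donor/nickel chelate acceptor beads (10 ug/mL) for 30 min.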
BLM inh: blocks DNA unwinding by human BLM helicase | recombinant BLM DNA unwinding, fluorescence dequenching | Potency, µM (doses to about 56.1 µM), inactives show at the highest dose activity change, negative = inhibition, actives largely listed as inhibitors | 350,000 compounds, 0.2% hits;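 further: plate controls were vehicle for no effect and no enzyme for full effect; nearly all actives have a fitted effect of over 35% in size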
POLI inh: inhibitors of human DNA polymerase iota; Pol iota fluorescent replication assay, 10 min; Potency, µM (doses to about 115 µM), for the others: at the highest dose activity, negative = inhibition, actives largely listed as inhibitors; 390,000 compounds, 1% hits; AID 588590
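Pol iota at 10 nM preincubated 15 min with compounds at room temperature; reaction started with fluorescent substrate, 50 nM final. Fluorescence read kinetically at 0 and 10 min; buffer-only wells as negative control.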
Active calls of the source: *; [ ] = remark or other dose. Unless noted, the call rests on the fitted dose curve; in most records, active means well fitted curve in the direction sought with a large enough effect; inconclusive means small, poorly fitted or top-dose-only effect, or another doubt; inactive means no such curve, though single readings can be large; an effect the other way counts as inactive or inconclusive. Potency means the concentration at half of the fitted maximal effect. The list is partial, so the mix of outcomes need not match the whole.

CCOC(=O)N1CCC(N(CCOC)C(=O)Nc2ccc(CC)cc2)CC1 was read as Pin1 inh 1%, JMJD2A Tudor inh -4%, GLS inh -3%, BAZ2B block 0%, Tb PGK inh -8%, G9a inh 7%[59 µM], HP1b binding inh 38%[activator], BLM inh -2% and POLI inh 29%.
Screening CCCC(c1nnnn1CS(=O)(=O)c1ccc(C)cc1)N1CCN(CC)CC1 (stereo unspecified) returned Pin1 inh -2%, JMJD2A Tudor inh -10%, GLS inh 8%, BAZ2B block -15%, Tb PGK inh -5%, G9a inh -16%, HP1b binding inh 33%, BLM inh 2% and POLI inh -16%.
Screening CCCOC(=O)Nc1c(C)cccc1C(C)C returned Pin1 inh -6%, JMJD2A Tudor inh -14%, GLS inh -2%, BAZ2B block -7%, Tb PGK inh -1%, G9a inh 9%[59 µM], HP1b binding inh 33%, BLM inh 1% and POLI inh 11%.
COc1ccc(NC(=O)CSc2ccccc2)cn1 was read as Pin1 inh inconclusive, JMJD2A Tudor inh -10%, GLS inh -6%, BAZ2B block -6%, Tb PGK inh 11%, G9a inh inconclusive, HP1b binding inh 23%, BLM inh -1% and POLI inh 47%[activator].
Cc1ccc(-n2c(C)nnc2SCC(=O)N2CCc3ccccc3C2)cc1C was read as Pin1 inh -9%, JMJD2A Tudor inh -13%, GLS inh 7%, BAZ2B block inconclusive, Tb PGK inh 3%, G9a inh 10%[0.0925 µM], HP1b binding inh 11%, BLM inh -8% and POLI inh 27%.
For COc1ccc(NC(=O)CSc2nc3[nH]ncc3c(=O)n2-c2ccccc2C)cc1OC the results were Pin1 inh 7%, JMJD2A Tudor inh -16%, GLS inh 4%, BAZ2B block -24%, Tb PGK inh 1%, G9a inh -3%, HP1b binding inh 28%, BLM inh -9% and POLI inh 20%.
COc1ccc(NC(=O)CS(=O)(=O)c2ccccc2Cl)cc1 was read as Pin1 inh -1%, JMJD2A Tudor inh -18%, GLS inh 1%, BAZ2B block 16%, Tb PGK inh -8%, G9a inh 23%[0.501 µM], HP1b binding inh 4%, BLM inh -1% and POLI inh 61%[activator].
For CC1=C(C(=O)N2CCOCC2)C(c2ccc(C)cc2)NC(=S)N1 (stereo unspecified) the results were Pin1 inh -1%, JMJD2A Tudor inh -16%, GLS inh -1%, BAZ2B block -2%, Tb PGK inh -5%, G9a inh 40µM*, HP1b binding inh 32%, BLM inh 0% and POLI inh 58%[activator].
COc1ccc(CCNC(=O)COC(=O)c2cnc(C)cn2)cc1OC was read as Pin1 inh -4%, JMJD2A Tudor inh -2%, GLS inh -3%, Tb PGK inh -5%, G9a inh -5%[59 µM], HP1b binding inh 21%, BLM inh -3% and POLI inh 4%.
`N#Cc1c(SCc2ccccc2)nc(N2CCOCC2)c2c1CCCC2` gave Pin1 inh -9%, JMJD2A Tudor inh 13%, GLS inh -3%, BAZ2B block -1%, Tb PGK inh 1%, G9a inh -3%[59 µM], HP1b binding inh 71%, BLM inh -4% and POLI inh 11%.
Screening CC(C)COC(=O)c1cc(-c2ccc(/C=N/n3cnnc3)o2)ccc1Cl returned Pin1 inh -3%, JMJD2A Tudor inh -33%, GLS inh -1%, BAZ2B block 6%, Tb PGK inh -7%, G9a inh 10µM*, HP1b binding inh 7%, BLM inh -2% and POLI inh 25%.
Cc1csc(=O)n1CC(=O)Nc1ccc(S(C)(=O)=O)cc1 was read as Pin1 inh -1%, JMJD2A Tudor inh -6%, GLS inh -3%, Tb PGK inh 5%, HP1b binding inh 23% and POLI inh 34%[activator].
`Cc1cc(C)cc(Nc2cc(C)nc3nncn23)c1` gave Pin1 inh -2%, JMJD2A Tudor inh -12%, GLS inh 1%, BAZ2B block -2%, Tb PGK inh -9%, G9a inh -10%[59 µM], HP1b binding inh 17%, BLM inh -1% and POLI inh -4%.
Cc1ccc(CNC(=O)C2CC(=O)N(CCC(C)C)C2)cc1 (stereo unspecified) was read as Pin1 inh -1%, JMJD2A Tudor inh -3%, GLS inh -3%, BAZ2B block -1%, Tb PGK inh -1%, G9a inh -34%, HP1b binding inh 46%[activator], BLM inh -7% and POLI inh -5%.
For CN1C(=O)/C(=C\c2cc(N=Nc3ccccc3)ccc2O)SC1=S the results were Pin1 inh 1%, JMJD2A Tudor inh 40µM*, GLS inh 11%, BAZ2B block 3.5µM*, Tb PGK inh -26%, G9a inh 8.9µM*, HP1b binding inh -65%, BLM inh -8% and POLI inh inconclusive.
Screening COc1ccc(C2=NOC(C(=O)NCc3ccccn3)C2)cc1OC (stereo unspecified) returned Pin1 inh 2%, JMJD2A Tudor inh -14%, GLS inh -4%, BAZ2B block -4%, Tb PGK inh -3%, G9a inh 25%[59 µM], HP1b binding inh 34%[activator], BLM inh 0% and POLI inh 27%.
CCC(NC(=O)NCc1cccnc1)(C(F)(F)F)C(F)(F)F was read as Pin1 inh -5%, JMJD2A Tudor inh -5%, GLS inh -3%, BAZ2B block -4%, Tb PGK inh 0%, G9a inh -8%[12.7 µM], HP1b binding inh 26%, BLM inh 2% and POLI inh -12%.
Screening Cc1ccc(NC(=O)c2cc(C)nc3ccccc23)c(C)c1 returned Pin1 inh 3%, JMJD2A Tudor inh -14%, GLS inh -4%, BAZ2B block 13%, Tb PGK inh -11%, G9a inh 1%[0.501 µM], HP1b binding inh 19%, BLM inh 3% and POLI inh 45%[activator].
Screening CCOC(=O)c1sc(NC(=O)c2nc3nc(C)cc(C(F)F)n3n2)c(C(=O)OC)c1C returned Pin1 inh 1%, JMJD2A Tudor inh -7%, GLS inh 1%, BAZ2B block 2%, Tb PGK inh -3%, G9a inh -3%[59 µM], HP1b binding inh 24%, BLM inh 0% and POLI inh -20%.
Screening C=CCc1ccc(OCC(O)CN2CCc3ccccc3C2)c(OC)c1 (stereo unspecified) returned Pin1 inh 5%, JMJD2A Tudor inh -12%, GLS inh 22%, BAZ2B block -2%, Tb PGK inh 3%, HP1b binding inh 37%, BLM inh 2% and POLI inh -18%.
O=C1OC(CC(=O)N(Cc2nnc(-c3ccc(Cl)cc3)o2)C2CC2)c2ccccc21 (stereo unspecified) was read as Pin1 inh -7%, JMJD2A Tudor inh 1%, GLS inh -2%, BAZ2B block 6%, Tb PGK inh -9%, G9a inh -3%[59 µM], HP1b binding inh 31% and POLI inh -12%.
CCOC(=O)c1ccc2nc(C)c(C)nc2c1 was read as Pin1 inh -6%, JMJD2A Tudor inh -10%, GLS inh 23%, BAZ2B block -1%, Tb PGK inh 0%, G9a inh 2%, HP1b binding inh 18%, BLM inh -1% and POLI inh 41%[activator].
For N#CCCn1cc(C(=O)Nc2ccc(C(=O)O)cc2)c(-c2cc3ccccc3o2)n1 the results were Pin1 inh 3%, JMJD2A Tudor inh -9%, GLS inh 7%, BAZ2B block -3%, Tb PGK inh 5%, HP1b binding inh 33%, BLM inh 2% and POLI inh 17%.
Screening CCOc1ccc(C(=O)OCc2cc(=O)n3nc(C4CC4)sc3n2)cc1 returned Pin1 inh -2%, JMJD2A Tudor inh -8%, GLS inh 10%, BAZ2B block -6%, Tb PGK inh 5%, G9a inh 5%[59 µM], HP1b binding inh 19%, BLM inh -3% and POLI inh 3%.
`CCCNc1nc2c(c(=O)[nH]c(=O)n2C)n1Cc1ccc(F)cc1` gave Pin1 inh 2%, JMJD2A Tudor inh -17%, GLS inh 1%, BAZ2B block 9%, Tb PGK inh -9%, G9a inh 1%, HP1b binding inh 37%, BLM inh 0% and POLI inh -9%.
`Cc1cccc(NC(=S)NCc2cccs2)c1` gave Pin1 inh 0%, JMJD2A Tudor inh -4%, GLS inh 1%, BAZ2B block -15%, Tb PGK inh 2%, G9a inh 5%, HP1b binding inh 17%, BLM inh -6% and POLI inh 48%[activator].
COc1ccc(N2C(=O)C3CCCN3C2c2cccc(F)c2)cc1Cl (stereo unspecified) was read as Pin1 inh 4%, JMJD2A Tudor inh -9%, GLS inh 8%, BAZ2B block 0%, Tb PGK inh -4%, G9a inh -42%, HP1b binding inh 13%, BLM inh 0% and POLI inh inconclusive.
Cc1ccc(S(=O)(=O)NCCN2CCNC2=O)cc1 was read as Pin1 inh -7%, JMJD2A Tudor inh -9%, GLS inh 0%, BAZ2B block -4%, Tb PGK inh -5%, G9a inh -1%, HP1b binding inh 26%, BLM inh -3% and POLI inh -14%.
For CCC(C(=O)N1CCOCC1)n1c(C(=O)OC)cc2occc21 (stereo unspecified) the results were Pin1 inh 8%, JMJD2A Tudor inh -16%, GLS inh 1%, BAZ2B block -31%, Tb PGK inh -3%, G9a inh -33%, HP1b binding inh 10%, BLM inh 0% and POLI inh 31%[activator].
Screening COc1cc(C(=O)O)nc2ccc([N+](=O)[O-])cc12 returned Pin1 inh 0%, JMJD2A Tudor inh -17%[11.4 µM], GLS inh 1%, BAZ2B block 50µM*, Tb PGK inh -3%, G9a inh 18µM*, HP1b binding inh 23%, BLM inh -1% and POLI inh 106%[activator].

Three compounds picked at random from those above, as already listed:
Screening CCCOC(=O)Nc1c(C)cccc1C(C)C returned Pin1 inh -6%, JMJD2A Tudor inh -14%, GLS inh -2%, BAZ2B block -7%, Tb PGK inh -1%, G9a inh 9%[59 µM], HP1b binding inh 33%, BLM inh 1% and POLI inh 11%.
Screening CC(C)COC(=O)c1cc(-c2ccc(/C=N/n3cnnc3)o2)ccc1Cl returned Pin1 inh -3%, JMJD2A Tudor inh -33%, GLS inh -1%, BAZ2B block 6%, Tb PGK inh -7%, G9a inh 10µM*, HP1b binding inh 7%, BLM inh -2% and POLI inh 25%.
COc1ccc(NC(=O)CSc2ccccc2)cn1 was read as Pin1 inh inconclusive, JMJD2A Tudor inh -10%, GLS inh -6%, BAZ2B block -6%, Tb PGK inh 11%, G9a inh inconclusive, HP1b binding inh 23%, BLM inh -1% and POLI inh 47%[activator].

Compound activity: PubChem, National Center for Advancing Translational Sciences (NCATS)
